Screens from PubChem.
UDG counterscr: Primary qHTS assay for inhibitors of Activation Induced Cytidine Deaminase (AID): UDG Counterscreen signal; Uracil-DNA glycosylase; FRET deamination/UDG coupled assay, UDG read, 4 h; Potency, µM (doses to about 115 µM), for inactives: at the top dose activity change, negative = inhibition, hits mostly inhibitors; hit rate 0.14% among 91,000; also: nearly all actives have a fitted effect of over 65% in size
AID inhibitor: Primary qHTS assay for inhibitors of Activation Induced Cytidine Deaminase (AID): AID signal. Single-stranded DNA cytosine deaminase (Homo sapiens), Q9GZX7. AID deamination FRET fluorescence, UDG-coupled, 4 h. Potency, µM (doses to about 115 µM), inactives show at the highest dose activity change, negative = inhibition, most hits filed as inhibitors. hit rate 0.32% among 91,000. AID 1347428, 2020; also: nearly all actives have a fitted effect of over 25% in size
Target sequence (Q9GZX7 whole entry, looked up): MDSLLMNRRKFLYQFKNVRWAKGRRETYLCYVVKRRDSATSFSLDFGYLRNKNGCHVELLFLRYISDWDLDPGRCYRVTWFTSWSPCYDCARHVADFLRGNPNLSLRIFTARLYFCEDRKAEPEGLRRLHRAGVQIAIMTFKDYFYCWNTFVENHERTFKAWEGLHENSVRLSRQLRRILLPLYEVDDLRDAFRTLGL
An asterisk follows results filed as active; ? = inconclusive; [ ] = remark or other dose. Calls follow the shape of the dose curve; as a rule, active = well fitted curve in the direction sought with a large enough effect; inconclusive = small, poorly fitted or top-dose-only effect, or another doubt; inactive = no such curve, though single readings can be large; an effect the other way counts as inactive or inconclusive. % is scaled to controls: 0 for no effect and ±100 for the full control effect; potency is read from the fitted curve at half-maximal effect. An excerpt; count on the stated rates, not on these rows.

Second line of a record – UDG counterscr	AID inhibitor
(1) N#CCCSc1nnc(-c2c[nH]c3ccccc23)n1C1CC1
→ 3%	-5%
(2) CCCCNC(=S)NC1CCCCC1
→ 1%	-5%
(3) Cc1ccc(CNC(=O)c2nn(C)c3c2CS(=O)(=O)c2ccccc2-3)cc1
→ -12%	?
(4) COc1ccc(CNC2CCCC2)c2ccccc12
→ -4%	-11%
(5) COc1ccc(/C=C/C(=O)c2ccc(C(=O)O)s2)c(OC)c1
→ -8%	22%
(6) CCCCCCc1cc2c3c(c(=O)oc2cc1OCC(=O)C(C)(C)C)CCC3
→ -9%	-2%
(7) COc1cc(NC(=O)CCn2c(-c3ccccc3)cc(C(C)=O)c2C)cc(OC)c1
→ 61%[activator]	?
(8) c1ccc2c(N3CCCCCC3)nc(-c3ccncc3)nc2c1
→ 3%	-22%
(9) O=C(CC12CC3CC(CC(C3)C1)C2)Nc1ccccc1C(=O)c1ccccc1
→ -9%	-16%
(10) O=C(CSc1nc2ccccc2nc1Cc1ccc(Cl)cc1)N1CCCc2ccccc21
→ -16%[57.5 µM]	-1%
(11) Cc1ccc(CNS(=O)(=O)c2ccc3c(c2)CC(C)N3C(=O)C2CCC2)cc1 (stereo not drawn)
→ 2%[57.5 µM]	24%[57.5 µM]
(12) CCn1c(SCc2cc3c(cc2Br)OCO3)nc2cc(S(N)(=O)=O)ccc21
→ 1%	-1%
(13) Cc1cc(=O)n2nc(N3CCC(C(=O)Nc4ccc(Br)cc4F)CC3)sc2n1
→ -2%	0%
(14) Cc1cc(C(=O)NCc2cccnc2)c(C)s1
→ 2%	12%
(15) Cc1ccc(NC(=O)c2oc3ccc(S(=O)(=O)N(C)C4CCCCC4)cc3c2C)cc1Cl
→ 0%	12%
(16) CCCc1ccc(C(=O)COC(=O)c2cccc(S(C)(=O)=O)c2)cc1
→ -5%	11%
(17) NC(=O)c1cc(S(=O)(=O)N2CCCCC2)cs1
→ -17%	1%
(18) CCN(CCN(C)C)C(=O)C1CCN(S(=O)(=O)c2c(C)noc2/C=C/c2ccccc2F)CC1
→ -9%	-30%
(19) CC1N=C2c3ccccc3N=C(SCC(=O)NCCc3ccc(Cl)cc3)N2C1=O (stereo not drawn)
→ -7%	-15%
(20) COc1ccc(/C=C/C(=O)CC(=O)c2cc(Cl)ccc2O)cc1
→ -4%	2%

6 compounds already listed, sorted by number of heavy atoms, descending.
Second line of a record – UDG counterscr	AID inhibitor
(18) CCN(CCN(C)C)C(=O)C1CCN(S(=O)(=O)c2c(C)noc2/C=C/c2ccccc2F)CC1
→ -9%	-30%
(15) Cc1ccc(NC(=O)c2oc3ccc(S(=O)(=O)N(C)C4CCCCC4)cc3c2C)cc1Cl
→ 0%	12%
(13) Cc1cc(=O)n2nc(N3CCC(C(=O)Nc4ccc(Br)cc4F)CC3)sc2n1
→ -2%	0%
(12) CCn1c(SCc2cc3c(cc2Br)OCO3)nc2cc(S(N)(=O)=O)ccc21
→ 1%	-1%
(16) CCCc1ccc(C(=O)COC(=O)c2cccc(S(C)(=O)=O)c2)cc1
→ -5%	11%
(17) NC(=O)c1cc(S(=O)(=O)N2CCCCC2)cs1
→ -17%	1%

Going on with the list.
Second line of a record – UDG counterscr	AID inhibitor
(21) Cc1ccc(NC(=O)CC23CC4CC(CC(C4)C2)C3)cc1
→ 4%	0%
(22) C=CCN(CC(=O)NC(=O)NC)Cc1cccs1
→ -5%	-5%
(23) CCN(c1ccccc1)S(=O)(=O)c1cccc(C(=O)OC2CCCCC2=O)c1 (stereo not drawn)
→ -5%	-12%
(24) O=C(NNC(=O)C1CC=CCC1)c1cccc(Cl)c1 (stereo not drawn)
→ 4%	8%
(25) CCN(c1ccccc1)S(=O)(=O)c1cc(C(=O)Nc2ccc3oc(C)nc3c2)ccc1C
→ 1%	-8%
(26) CCCN1CCN(c2nnc(-n3cccc3CN3CCN(C4CCCCC4)CC3)s2)CC1
→ -3%	-2%
(27) O=C(COC(=O)c1cnc2ccccc2n1)NC1CCCCC1
→ -1%	0%
(28) O=C(Cc1ccc(Br)cc1)Nc1ccccc1C(=O)O
→ -4%	-6%
(29) Cc1ccccc1C(=O)Nc1ccc(N(C)C)cc1
→ 3%	14%
(30) CN(C(=O)c1ccc(NC(=O)C2CCCCC2)cc1)c1ccccc1
→ 4%	1%
(31) CCOC(=O)c1ccccc1NS(=O)(=O)c1ccc(N2CCCCS2(=O)=O)cc1
→ 3%	-5%
(32) CC(Nc1oc(-c2ccc(COc3ccc(Cl)cc3)o2)nc1C#N)c1ccccc1 (stereo not drawn)
→ 17%	-8%
(33) COc1ccc(-c2c(C(F)(F)F)oc3cc(OC(C)=O)ccc3c2=O)cc1OC
→ 13%	-6%
(34) Fc1ccc(/C=N/Nc2ccc(Cl)cc2)cc1F
→ 0%	-9%
(35) COc1ccc(C(=O)c2sc(Nc3ccc(C(C)C)cc3)nc2N)c(OC)c1OC
→ ?	-11%
(36) NC(=O)c1cc(Cc2ccccc2)sc1NC(=O)c1cccs1
→ 0%	-5%
(37) CCOc1ccc(CCNS(=O)(=O)c2cc(Br)cc3c2N(C(C)=O)CC3)cc1OCC
→ 5%[57.5 µM]	48%[activator]
(38) COCCCn1c(=O)c2sccc2n2c(CCCC(=O)NCc3ccc(F)cc3)nnc12
→ 2%	6%
(39) Cc1cccc(NC(=O)N2CCC(CN3CCCCCC3)CC2)c1C
→ 2%	29%
(40) COc1ccc(C(=O)c2cn(Cc3ccc(F)cc3)c3c(F)cc(F)cc3c2=O)cc1
→ -2%	?
(41) Cc1ccc(S(=O)(=O)n2nc(C)c(S(=O)(=O)N3CCCCC3)c2C)cc1
→ -5%	44%[activator]
(42) O=C(c1ccc2c(c1)N(Cc1cccc(Cl)c1)C(=O)c1ccccc1S2=O)N1CCC(Cc2ccccc2)CC1 (stereo not drawn)
→ -5%[57.5 µM]	-7%
(43) COc1ccc(CNC(=O)c2cc3ccccc3[nH]2)cc1
→ 6%	2%
(44) CCC1CCCCN1CCCNC(=O)c1cn(CC)c2ccc(S(=O)(=O)N(C)C3CCCCC3)cc2c1=O (stereo not drawn)
→ -21%	?
(45) Cc1cccc(-c2nnc(SCC(=O)Nc3ccc(C)c(C)c3)o2)c1
→ -2%	?
(46) Cc1cccc(C(=O)NC2CCC(C(F)(F)F)CC2)n1 (stereo not drawn)
→ -4%	-9%
(47) N#Cc1ccccc1Cn1c(=O)n(Cc2ccc(C(=O)NC3CCN(Cc4ccccc4)CC3)cc2)c(=O)c2ccccc21
→ -4%	8%
(48) CCN(CCCNC(=O)c1cc2c(=O)n(CC)c3ccccc3c2s1)c1cccc(C)c1
→ -2%	-6%
(49) COc1ccc(C2=C(C(C)=O)Sc3nnc(-c4ccc(OC)cc4)n3N2C(C)=O)cc1
→ -2%	5%
(50) Nc1nnc2c(n1)[nH]c1ccccc12
→ -7%	44%[activator]
(51) Cc1ccc(Oc2cc(C#N)c3ccccc3n2)cc1C
→ -2%	1%
(52) N#Cc1c(-c2ccccc2)cc(-c2cccs2)nc1SCS(=O)Cc1ccc(Cl)cc1 (stereo not drawn)
→ -8%	-16%
(53) CC(=O)Nc1nonc1-c1nnc(SCc2ccc(C)cc2)n1C
→ -11%	-14%
(54) CCc1ccc(Oc2c(C(F)(F)F)oc3c(CN4CCN(C)CC4)c(O)ccc3c2=O)cc1
→ 5%	-7%
(55) Cc1ccc(C)c(NC(=O)CSc2nnc(C)n3c2cc2occc23)c1
→ 21%	-15%
(56) CC1CCC(=NNC(=O)c2ccc(Br)o2)CC1 (stereo not drawn)
→ -7%	-6%
(57) C(#CCN1CCN(C(c2ccccc2)c2ccccc2)CC1)COCc1ccccc1
→ -1%	-7%
(58) Cc1ccc(C)c(NC(=O)Cn2ccn(-c3ccc(F)cc3)c(=O)c2=O)c1
→ -9%[57.5 µM]	1%
(59) COc1cc(C2CC(=O)N(c3ccc(C)c(Cl)c3)C3=C2C(=O)OC3)cc(OC)c1OC (stereo not drawn)
→ -15%	-2%
(60) COc1cccc(NC(=O)c2oc3ccccc3c2NC(=O)Cc2cccc(C)c2)c1
→ -21%	-3%
(61) O=C(CSc1nc2ccccc2nc1Cc1ccc(Cl)cc1)N1CCc2ccccc21
→ 50%[activator]	-19%
(62) COc1ccc(CCCc2nnc(SCC(=O)Nc3ccc(Cl)cc3)o2)cc1
→ -1%[57.5 µM]	25%[57.5 µM]
(63) Cc1ccc(CNCc2ccc(-c3ccc(C(C)O)cc3)o2)cc1 (stereo not drawn)
→ -3%	-8%
(64) CCCOc1ccc(NC(=O)CC2C(=O)N(c3ccc(F)cc3)C(=O)N2CC(C)C)cc1 (stereo not drawn)
→ 0%[57.5 µM]	9%
(65) CCOc1cccc2cc(-c3cc(=O)oc4cc(OCC(=O)OC(C)(C)C)ccc34)c(=O)oc12
→ 12%	-1%
(66) Cc1ccc(C)c(-c2cc3ccccn3c2)c1
→ -5%	-6%
(67) C=CCNC(=S)NCc1ccc(F)cc1
→ 7%	-3%
(68) Cc1ccc(C)c(NC(=O)c2nc(S(=O)(=O)Cc3ccc(F)cc3)ncc2Cl)c1
→ -5%	-6%
(69) Cc1ccc(NC(=O)c2nn(-c3ccccc3)c(=O)c3ccccc23)cc1S(=O)(=O)N(C)C
→ 3%	-4%
(70) Cc1ccccc1Cn1nnc2c(=O)[nH]c(C3CCCN(C(=O)c4ccc(C(C)(C)C)cc4)C3)nc21 (stereo not drawn)
→ 1%	?

Next entries.
Second line of a record – UDG counterscr	AID inhibitor
(71) CCCCCCCc1ccc(-c2ccc(OC)cc2)nc1
→ 10%	-1%
(72) Cc1cc(C(=O)NC2CCN(C(=O)C3CC3)CC2)c2ccccc2n1
→ -10%	1%
(73) CCCN1C(=O)c2cc(C(=O)NCc3ccc4c(c3)OCO4)nn2CC1(C)C(=O)NC1CCCC1 (stereo not drawn)
→ -10%	4%
(74) COc1ccc(-n2nc(C(=O)N3CCCC(C)C3)c3c4ccccc4n(C)c3c2=O)cc1Cl (stereo not drawn)
→ 3%	-8%
(75) CC(=O)Nc1c(C)nn(-c2ccccc2)c1N1CCC(C(=O)NCc2cccc(Cl)c2)CC1
→ -11%	5%
(76) CCOC(=O)c1[nH]c2ccccc2c1NC(=O)c1cc(OCC)c(OCC)c(OCC)c1
→ -8%	8%
(77) O=C(CCCc1nc2ccccc2s1)NC1CCSc2c(F)cccc21 (stereo not drawn)
→ -7%	-9%
(78) Cc1ccc(-c2noc(C(C)NC(=O)c3ccco3)n2)cc1 (stereo not drawn)
→ -7%	1%
(79) COc1ccc(C2(N3CCN(c4cc(C)ccc4C)CC3)C(=O)c3ccccc3C2=O)cc1
→ -11%	-21%
(80) O=C(CSC1=Nc2ccccc2N=C(c2ccc(F)cc2)C1)NCc1ccccc1
→ -14%	0%

The closing 3 records of the part before lead into the next.
Second line of a record – UDG counterscr	AID inhibitor
(78) Cc1ccc(-c2noc(C(C)NC(=O)c3ccco3)n2)cc1 (stereo not drawn)
→ -7%	1%
(79) COc1ccc(C2(N3CCN(c4cc(C)ccc4C)CC3)C(=O)c3ccccc3C2=O)cc1
→ -11%	-21%
(80) O=C(CSC1=Nc2ccccc2N=C(c2ccc(F)cc2)C1)NCc1ccccc1
→ -14%	0%
(81) O=C(Cn1c(=O)n(Cc2ccccc2)c(=O)c2sc3ccccc3c21)Nc1ccc(F)cc1
→ -13%	18%
(82) Cc1cccc(C(=O)OCc2cc(=O)n3nc(-c4cccs4)sc3n2)c1
→ -3%	85%[activator]
(83) CCOC(=O)c1sc2ccccc2c1S(=O)(=O)Nc1cccc(C(F)(F)F)c1
→ -11%	0%
(84) CN(C)CCCNCc1cccs1
→ -14%	0%
(85) C=CCN(CC(F)(F)F)C(=O)c1ccc(NC(=O)NC(C)C)cc1
→ 3%	-4%
(86) CC(C)C(CNC(=O)c1nccnc1N)Nc1ccccc1 (stereo not drawn)
→ 5%	0%
(87) CCCCNC(=O)CN1CCN(c2nc(C(F)(F)F)nc3ccccc23)CC1
→ -10%	1%
(88) Cc1cccc(N2C(=O)CC(c3ccc(F)cc3)C3=C2COC3=O)c1 (stereo not drawn)
→ 0%[57.5 µM]	-6%
(89) CCc1ccc(NC(=O)Cn2c(-c3ccc(F)cc3)cc(C(C)=O)c2C)cc1
→ -5%	-7%
(90) Cc1ccc(C)c(N2CCN(S(=O)(=O)c3cc(-c4cc(C)no4)ccc3C)CC2)c1
→ 22%	-12%
(91) COc1ccccc1CNC(=O)C(C)n1ccc2cc(S(=O)(=O)N3CCCC3)ccc21 (stereo not drawn)
→ -15%	-16%
(92) O=C(CN1C(=O)COc2ccc(S(=O)(=O)N3CCCCCC3)cc21)N1CCN(c2ccccc2F)CC1
→ 18%	18%
(93) COc1cc(NC(=O)CCc2nc(-c3cccs3)no2)cc(OC)c1OC
→ -6%	?
(94) Cn1c(=O)[nH]c(=O)c2c1nc(N1CCN(Cc3cccc(Cl)c3)CC1)n2CCCc1ccccc1
→ 7%	-21%
(95) Cc1cccc(CNC(=O)c2ccc(NC(=O)N3CCSc4ccccc43)cc2)c1
→ 10%	-6%
(96) CCCC(=O)Nc1ccccc1C(C)CC (stereo not drawn)
→ 0%	3%
(97) CC(NS(=O)(=O)c1ccsc1C(=O)O)C1CCCO1 (stereo not drawn)
→ 5%	-2%
(98) Cc1cccc(-n2c(=O)c3c(c4cc(C)ccc4n3C)n(CC(=O)NCC3CCCO3)c2=O)c1 (stereo not drawn)
→ 11%	4%
(99) CCCCCCCCCCC/C=C\C(C)(C)/C=C\CCCC(=O)O
→ -8%	?
(100) CCCC12CN3CC(C)(CN(C1)C3c1ccc(OCc3ccccc3)cc1)C2=O (stereo not drawn)
→ -1%	3%
(101) CN(C)c1oc(-c2ccco2)nc1S(=O)(=O)c1ccc(Cl)cc1
→ -3%	-3%
(102) C=C(C)C1CCC(C)=C1CC/C(C)=N\NC(N)=O (stereo not drawn)
→ 12%	4%
